Screening results from PubChem.
Yp Topo-I inh: inhibitors of Yersinia pestis topoisomerase I | activity, % at 10 µM | Y. pestis Topo-I cleavage product accumulation, plate reader | actives 0.064% (n = 360,000); in the data active = activity above about 50%, passing the limit was not always enough; note: inactives centre near 2
Vc quorum ag: quorum light induction in luxS cqsA deficient V. cholerae. actives 0.16% (n = 350,000). activation, % at 18.7 µM. V. cholerae BH1578 lux reporter, luminescence, 6 h. AID 588436; in the data active = activation mostly above about 9.7%, no sharp cut-off; note: not every result past the cut was called active; inactives centre near 0; reference of the scale not given here
PfHsp40 yeast: restores yeast growth despite PfHsp40 toxicity. S. cerevisiae expressing PfHsp40, growth rescue, ATP luminescence. growth rescue, % at 12.5 µM. actives 0.68% (n = 340,000); in the data active = growth rescue above about 28%, passing the limit was not always enough;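 note: yeast W303a lacking pdr1 and pdr3 grown in galactose medium; growth measured after three days at 30 °C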
3CLpro inhibitor: SARS-CoV 3CLpro protease inhibition. P0C6X7. recombinant SARS-CoV 3CLpro, quenched FRET peptide cleavage. inhibition, % at 6 µM. actives 0.14% (n = 290,000). AID 1706; in the data active = inhibition above about 12%
VHR inh abs: inhibitors of human VHR1 phosphatase (DUSP3) | inhibition, % at 13.3 µM | P51452 | actives 0.52% (n = 290,000) | recombinant VHR phosphatase, pNPP absorbance; in the data active = inhibition above about 50%; note: some compounds called inactive have numbers as strong as hits
Target sequence (P51452 whole entry, looked up): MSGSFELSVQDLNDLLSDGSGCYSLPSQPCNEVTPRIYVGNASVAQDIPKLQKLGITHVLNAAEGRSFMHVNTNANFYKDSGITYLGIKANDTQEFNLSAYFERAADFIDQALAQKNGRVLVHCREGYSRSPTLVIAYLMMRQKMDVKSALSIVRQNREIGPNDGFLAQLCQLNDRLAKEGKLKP
TcdB GH inh: TcdB glycohydrolase inhibition. P18177. TcdB glycohydrolase enzymatic assay, plate reader. inhibition, % at 9.99 µM. actives 0.24% (n = 350,000); in the data active = inhibition above about 10%
BoNT-A LC inh2: BoNT A light chain protease inhibition. actives 0.17% (n = 360,000). multiplex microsphere protease substrate cleavage, flow cytometry. AID 588499. inhibition, % at 10 µM; note: plate controls were buffer without enzyme for full effect and enzyme alone for no effect
CCHF vOTU inh: CCHFV vOTU protease inhibition. inhibition, % at 11.5 µM. Pep-AMC fluorescence. actives 0.55% (n = 370,000); in the data active = inhibition above about 30%; note: 0% = vehicle wells with enzyme and 100% = no enzyme wells
PriA SSB inh: blocks PriA binding to SSB C-terminal tail | AlphaScreen SSBct-PriA binding, biotinylated peptide | inhibition, % at 33 µM | actives 0.6% (n = 430,000); in the data active = inhibition mostly above about 37%, no sharp cut-off; inactive = mostly below about 20%;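 note: plate controls were negative control peptide for no effect and reference peptide for full effect; strong numbers were not always called active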
Anthrax LF inh2: blocks Bacillus anthracis lethal factor protease. P15917. multiplex microsphere protease cleavage assay, LF. inhibition, % at 10 µM. actives 0.12% (n = 360,000); note: plate controls were buffer without enzyme for full effect and enzyme alone for no effect
Target sequence (P15917 whole entry, looked up): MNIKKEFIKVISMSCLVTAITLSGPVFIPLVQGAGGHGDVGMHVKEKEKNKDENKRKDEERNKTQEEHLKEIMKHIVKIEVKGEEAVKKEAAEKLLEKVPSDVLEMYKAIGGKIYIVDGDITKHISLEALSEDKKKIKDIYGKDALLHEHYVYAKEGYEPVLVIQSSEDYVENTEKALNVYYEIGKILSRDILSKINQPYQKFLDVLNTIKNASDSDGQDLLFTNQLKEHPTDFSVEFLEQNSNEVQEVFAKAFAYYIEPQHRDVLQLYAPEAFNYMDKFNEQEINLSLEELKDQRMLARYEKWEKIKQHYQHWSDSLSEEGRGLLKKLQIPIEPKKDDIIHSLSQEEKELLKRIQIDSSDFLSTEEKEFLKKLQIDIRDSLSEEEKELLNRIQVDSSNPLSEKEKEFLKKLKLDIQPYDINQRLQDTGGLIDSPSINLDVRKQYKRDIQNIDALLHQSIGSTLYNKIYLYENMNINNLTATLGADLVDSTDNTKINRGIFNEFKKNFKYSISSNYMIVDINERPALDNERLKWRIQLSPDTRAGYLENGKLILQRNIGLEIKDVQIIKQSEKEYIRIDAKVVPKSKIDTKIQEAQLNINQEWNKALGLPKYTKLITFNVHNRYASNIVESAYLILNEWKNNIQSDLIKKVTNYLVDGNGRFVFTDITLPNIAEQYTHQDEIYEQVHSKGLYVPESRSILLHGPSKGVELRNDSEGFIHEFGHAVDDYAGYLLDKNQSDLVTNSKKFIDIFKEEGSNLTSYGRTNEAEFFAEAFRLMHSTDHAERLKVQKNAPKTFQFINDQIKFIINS
Numbers without * were called inactive; i = inactive; . = no result given; & = joins results of further samples. Cut-off read from the data, not from the text of the source, unless noted: active = inhibition above about 30%; inconclusive = no clear call, values can overlap the other calls; inactive = below that. Only part of the results is shown (hit frequency here may not be typical).

Sample of the layout, 3 compounds:
SMILES	Yp Topo-I inh	Vc quorum ag	PfHsp40 yeast	3CLpro inhibitor	VHR inh abs	TcdB GH inh	BoNT-A LC inh2	CCHF vOTU inh	PriA SSB inh	Anthrax LF inh2
O=C(CSc1ncn[nH]1)Nc1ccc([N+](=O)[O-])cc1Br	-8.2	-0.3	-0.3	-0.1	2.6	-0.4	-0.7	9.7	-6.8	-2.2
O=C(Nc1ccccc1)c1csc(-c2ccccc2)n1	26.4	-0.2	2.2	2.4	9.3	0.3	0.6	-1.3	-26.6	2.9
COc1cc(S(=O)(=O)N2CCN(C(=O)c3ccco3)CC2)c(OC)cc1C	3.5	-0.1	-0.1	-0.9	0.3	0.6	-4.5	13.0	15.0&-9.3	-6.8

The whole of this part, repeating the preview:
SMILES	Yp Topo-I inh	Vc quorum ag	PfHsp40 yeast	3CLpro inhibitor	VHR inh abs	TcdB GH inh	BoNT-A LC inh2	CCHF vOTU inh	PriA SSB inh	Anthrax LF inh2
O=C(CSc1ncn[nH]1)Nc1ccc([N+](=O)[O-])cc1Br	-8.2	-0.3	-0.3	-0.1	2.6	-0.4	-0.7	9.7	-6.8	-2.2
O=C(Nc1ccccc1)c1csc(-c2ccccc2)n1	26.4	-0.2	2.2	2.4	9.3	0.3	0.6	-1.3	-26.6	2.9
COc1cc(S(=O)(=O)N2CCN(C(=O)c3ccco3)CC2)c(OC)cc1C	3.5	-0.1	-0.1	-0.9	0.3	0.6	-4.5	13.0	15.0&-9.3	-6.8
C=CCNC(=S)Nc1c(N)n(C)c(=O)n(C)c1=O	1.4	-0.7	-1.0	-0.9	14.4	-0.5	0.9	-10.3	-6.6	-5.0
Cc1cccc(NC(=O)CSc2ncnc3c2oc2ccccc23)c1	3.1	-0.2	-0.3	-5.5	23.2	0.4	-0.6	4.4	-9.3	-15.8
O=C(CCNS(=O)(=O)c1ccc(Br)cc1)NCCCSc1ccccc1	30.3	i	3.9	.	.	1.8	-0.5	1.1	-4.6	-4.9
COc1cccc(S(=O)(=O)NCC(=O)N2CCCCCC2)c1	9.1	-0.6	-0.2	2.1	9.8	1.8	1.9	-3.3	-16.0&-13.4	12.4
CCOc1cc(CNc2ccc3c(c2)OCCO3)cc(Br)c1OCC	14.2	i	0.2	3.4	44.8	.	-0.8	6.0	15.4	-2.1
O=C(CN(c1ccc(Cl)cc1)S(=O)(=O)c1ccccc1)N1CCN(c2ccccc2)CC1	-2.0	-0.7	1.8	-2.0	-4.6	.	1.0	2.4	0.9	-6.6
COc1ccc(-c2nc(CN3CCN(c4cc(C)nc(C)c4)CC3)c(C)o2)c2ccccc12	19.6	-0.3	-1.1	0.1	5.6	-0.3	-0.9	-31.5	15.1	-5.4
O=C(NNc1ccccc1)C(=O)NNc1ccccc1	-1.6	-4.3	0.9	.	.	-5.5	-0.5	11.6	-1.8	-5.9
CCOc1ccc(C(=O)Nc2ccc(Cc3ccncc3)cc2)cc1Br	11.0	-0.3	59.7*	2.1	8.2	0.3	-0.6	-8.9	-2.3	-5.7
Cc1ccc(NC(=O)c2cccnc2C(=O)Nc2ccc(C)cc2)cc1	7.9	-0.5	-1.1	4.8	20.4	-0.2	-0.2	12.7	9.6	3.9
CC1(C(=O)NS(=O)(=O)c2cccc(F)c2)CCN1C(=O)Cc1ccccc1 (configuration not stated)	4.4	i	.	.	.	0.1	0.1	-5.3	.	-7.7
CCCCOP(=O)(OCCCC)C1(C)CC(=O)CC(C)(C)C1 (configuration not stated)	16.9	0.0	-0.4	.	.	-0.3	0.0	10.0	-4.6	1.0
COc1ccc(C)cc1N(C)C(=O)c1coc(=O)c2ccccc12	4.7	3.2	-1.5	1.5	18.8	.	-0.6	-6.6	-11.8	-3.3
CC(C)C[C@@H]1NC(=O)N(CCN2CCOCC2)C1=O	1.0	i	-1.5	-2.5	-15.6	.	1.4	11.9	-4.4	-5.0
COc1ccc(C(CNC(=O)c2oc3ccc(C)cc3c2C)N2CCCCC2)cc1 (configuration not stated)	24.7	-1.8	0.5	2.8	-13.4	-0.4	-2.8	-1.2	-4.8	-5.7
O=C1NC(=O)N(Cc2ccco2)C(=O)/C1=C\c1ccc(-c2ccc(F)cc2)o1	-3.6	i	.	1.9	0.4	2.0	4.2	11.3	-3.0	-6.0
O=C(Cc1ccc(S(=O)(=O)N2CCOCC2)s1)NCC1CCCCC1	7.1	-6.2	-1.1	3.3	14.0	.	0.6	5.6	-11.2	-1.5
O=C(CN1CCCCCC1)Nc1cc([N+](=O)[O-])ccc1Cl	6.4	-0.5	2.0	-4.4	11.3	-0.3	0.8	13.6	12.4	4.3
CC1(C(=O)NC2CCc3ccccc32)CCN1CCc1ccccc1 (configuration not stated)	21.7	i	.	.	.	1.1	-0.2	24.1	.	-9.2
CCOc1ccccc1N1CCN(C(=O)C(F)(F)F)CC1	1.0	i	-0.2	2.9	4.2	.	-0.4	.	-20.8	0.3
CC1CCC(N2CC(=O)N(Cc3ccc4c(c3)OCO4)C(c3ccc(F)cc3)C2=O)CC1 (configuration not stated)	20.8	-0.4	0.0	0.8	7.8	.	0.1	2.8	4.4	-1.5
CCN(Cc1ccc(Br)s1)C(=O)CSc1nnc(C2CC2)n1C1CC1	10.0	-4.0	.	.	.	1.3	0.0	11.5	.	-12.7
COc1cccc(CNS(=O)(=O)c2ccc3c(c2)CCN3C(=O)C2CC2)c1	7.6	-0.3	6.8	-1.5	16.1	0.5	-0.5	-14.3	-6.3	0.2
CC1(c2ccc(Cl)cc2Cl)NC(=O)N(CC(=O)Nc2ccc3[nH]c(=O)[nH]c3c2)C1=O (configuration not stated)	-1.1	-0.4	-1.2	.	.	0.8	.	-7.5	6.0	.
COc1ccc(/C=C/C(=O)c2ccc(NC(=O)c3cccs3)cc2)cc1OC	-1.0	i	0.9	1.2	-1.8	.	2.9	0.5	-3.5	5.4
CCOC(=O)Nc1ccc(S(=O)(=O)Nc2onc(C)c2C)cc1	-0.8	1.2	.	.	.	-0.8	0.5	1.4	0.1	-5.4
CCOC(=O)c1c2ccc(OCC(=O)NN)cc2n2ccccc12	4.6	-0.7	2.3	-2.5	13.1	0.7	1.5	-8.7	-10.8	-4.6
CC1=C(C(=O)N2CCOCC2)CC(CC(=O)NC2CCCCC2)C(=O)N1Cc1ccc(C(C)(C)C)cc1 (configuration not stated)	35.9	-2.3	.	.	.	-0.2	-0.1	-3.2	.	-0.1
Cc1ccc(S(=O)(=O)N2CCC(C(=O)Nc3ccccc3N3CCCC3)CC2)cc1	21.6	-0.1	-0.1	.	.	0.5	-0.2	-3.5	1.9	-0.6
CCN(C(=O)c1cc2c(=O)[nH]c3ccc(C)cc3c2s1)c1ccc(OC)cc1	4.3	-0.8	-0.5	-2.4	12.8	0.6	-1.0	-11.3	-9.1	-0.6
O=[N+]([O-])c1cc(C(F)(F)F)ccc1NCCCCNS(=O)(=O)c1ccc2ccccc2c1	9.0	-0.3	-0.9	-1.3	16.4	.	-0.6	13.6	-12.9	-3.9
Cn1c(N)c(-c2nc3cccnc3n2C)sc1=S	0.6	i	-0.8	-0.8	-7.4	2.7	-0.8	6.6	-1.8	-6.4
Cc1cccc(C)c1NC(=O)CN	5.9	-0.4	0.1	3.3	15.0	1.4	-0.1	-3.7	-7.7	-1.0
O=C(COc1ccccc1)NCC(c1ccco1)N1CCCCC1 (configuration not stated)	7.2	-0.7	-0.2	.	.	2.1	.	-10.7	7.6	.
COC(=O)c1ccc(CN2C(=O)NC(Cc3c[nH]c4ccccc34)C2=O)cc1 (configuration not stated)	-3.7	-0.3	-0.8	-2.0	-3.8	-0.3	-0.3	-11.6	2.5	4.0
O=C(NCCCN1CCOCC1)c1ccc(Br)cc1Br	.	.	.	4.4	-19.4	1.4	.	0.1	.	.
CCOC(=O)c1ccc2c(c1)n(CCCS(=O)(=O)[O-])c(/C=C/c1ccc(Cl)cc1)[n+]2CC	-6.1	-0.2	3.3	1.7	3.5	1.4	-0.6	-6.5	-18.4	1.8
COc1ccc(Cl)cc1NC(=O)CN(C)C(=O)Cc1ccc(-c2ccccc2)cc1	16.0	i	5.5	.	.	0.4	3.1	7.2	-0.1	-3.0
Cc1cc(C)cc(OCC(=O)Nc2ccccc2N2CCCCC2)c1	1.1	8.0	-1.0	1.6	6.5	.	-1.0	19.9	-10.6	-2.6
CC(C)CC(=O)N1CCC(O)(CS(=O)(=O)Cc2ccccc2)CC1	7.4	-0.2	-1.1	-4.3	18.6	.	-1.9	-6.2	-2.1	-16.9
O=C(COC(=O)CNC(=O)C1CCCCC1)Nc1ccc(Br)cc1Br	-0.5	-6.2	-0.9	.	.	1.9	0.0	0.3	3.3	4.1
CC(C)(Oc1ccc(F)cc1)C(=O)OCC(=O)c1ccc(S(C)(=O)=O)cc1	3.7	0.6	-0.2	.	.	-0.8	.	4.5	-0.2	.
COc1ccc(CNC(=O)Nc2ccc(C)cc2C)cc1	-5.0	-0.4	-1.3	-1.0	-14.4	0.7	0.3	12.7	-2.9	0.3
COC(=O)[C@]1(CC(C)C)N[C@H](c2ccc(-c3ccccc3)cc2)[C@@H]2C(=O)N(C)C(=O)[C@@H]21	0.5	-0.3	-0.3	.	.	2.0	0.0	11.2	-10.9	-0.8
CN(Cc1nc2ccccc2c(=O)[nH]1)Cc1nc2ccsc2c(=O)[nH]1	7.7	-0.3	4.4	-1.7	36.3	0.6	-0.6	-11.5	2.0	-3.5
Cn1c(=O)[nH]c(=O)c2c1nc(CN1CCN(c3ccccc3F)CC1)n2CCCc1ccccc1	-9.1	i	0.2	2.5	13.6	.	-1.4	-8.7	1.3	-2.5
COc1ccc(NC(=O)C(Cc2ccccc2)n2cccc2)cc1 (configuration not stated)	-5.0	0.0	0.2	-2.4	16.5	-0.5	.	13.1	-1.5	.
Cc1ccc(S(=O)(=O)Nc2nc(C)c(NC(=O)OCCCl)s2)cc1	-2.5	i	0.5	0.9	8.7	.	-5.3	16.4	-2.6	-2.8
Cc1cc(C)n2nc(C(=O)OCC(=O)NNC(=O)c3ccccc3)nc2n1	-5.9	i	0.0	.	.	0.6	-2.3	-8.9	-8.1	-4.4
CCN(CC(=O)NC1CCS(=O)(=O)C1)S(=O)(=O)c1ccc(Cl)c(C(F)(F)F)c1 (configuration not stated)	-6.7	i	-0.7	.	.	1.2	-0.8	-6.3	4.0	3.8
Cc1cc(OCc2cc(C(=O)N(C)CC3CCOCC3)no2)cc(C)c1Cl	40.5	i	0.4	5.5	7.4	2.0	-3.1	7.7	-10.7	-1.3
COC(=O)Cc1ccc(OC2(C)CCN(Cc3ccc(-c4ccccn4)cc3)C2)cc1 (configuration not stated)	32.2	-0.9	.	.	.	-0.5	-0.1	7.9	.	6.4
CCc1ccc(N2CC(C(=O)NCC(C)(C)N3CCOCC3)CC2=O)cc1 (configuration not stated)	12.0	i	0.3	.	.	0.0	-0.2	9.9	4.8	6.3
O=C(Cn1cncn1)N/N=C/c1cccc(Cl)c1	-6.3	-0.4	0.4	3.2	-0.1	0.8	-1.4	4.5	i	6.3
Oc1ccc(-c2csc(Nc3cccnc3)n2)cc1	-1.8	-0.3	0.9	-3.1	2.9	.	-1.6	-1.5	12.6	-4.0
CCOc1cc(C(c2c(C)[nH][nH]c2=O)c2c(C)[nH][nH]c2=O)cc([N+](=O)[O-])c1O	-10.6	-18.3	-0.7	3.6	5.8	-1.2	-0.5	22.2	-0.6	-10.5
COC(=O)c1ccc2[nH]c3c(c2c1)CC(C)CC3 (configuration not stated)	-10.3	-0.6	2.1	7.8	-7.9	1.5	-3.6	-4.7	-3.1	-12.5
